TRAIL sens C8 – caspase-8 TRAIL sensitization | NB7+C8 cells + TRAIL, ATPlite viability luminescence | inhibition (viability loss, TRAIL sensitization), % at 10 µM | 1% of 360,000 active;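 active = compounds causing at least 50% loss of cell viability in the single-dose screen, relative to plate controls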
Peg3 promoter – Peg3 promoter activity inhibition | AID 588405 | 1.7% of 360,000 active | inhibition, % at 20 µM | HeLa PEG-Prom luciferase reporter, luminescence, overnight;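 active = inhibition of at least 50% at 20 µM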
TRPM1 prom inh – MITF TRPM1 promoter inhibition in SK-MEL-5 cells | inhibition, % at 12.5 µM | SK-MEL-5 TRPM1 promoter luciferase, 24 h | 0.83% of 330,000 active;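 active = mean inhibition across replicates of 60% or more, whatever share of single replicates reaches that level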; also: values of inactives mirror those of a sister screen read the other way
TWEAK Fn14 block – inhibitors of TWEAK-Fn14 interaction signaling; TWEAK-stimulated Fn14 reporter cells, luciferase luminescence, 8 h; inhibition, % at 10 µM; 2% of 360,000 active; AID 1159606; in the data active = inhibition above about 50%
KKLEB cytotox – reduces viability of KKLEB cystic fibrosis airway cells. 0.36% of 360,000 active. activity change (cytotoxicity), % at 5 µM. KKLEB CF airway cells viability, ATPlite luminescence, overnight; active compounds read low; cells stimulated with P. aeruginosa culture filtrate. AID 602141;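 active = corrected activity change at or below -50% at 5 µM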
TROY NFkB inh – blocks TROY-dependent signaling in reporter cells; Q293 LMP1-TROYcd NF-kB luciferase reporter, 4 h; AID 1347056; 0.98% of 360,000 active; inhibition, % at 10 µM;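 active = compounds whose plate-normalised and pattern-corrected inhibition of the luciferase reporter signal at the single screening dose is 50% or more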
Shn3 3UTR inh – Schnurri-3 reporter inhibition in Clone20 osteoblasts; Clone20 osteoblast Shn3 3'UTR firefly luciferase, 24 h; inhibition, % at 12.5 µM; 0.52% of 360,000 active; AID 588674;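 active = mean inhibition of at least 75% with every replicate also reaching 75%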;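 also: 0% = median of neutral control wells and 100% = pilot-screen positive control compound; some compounds past the cut are filed as inactive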
HIF-2a block – HIF-2a inhibition; 786-0 RCC cells HIF-2a reporter, luciferase luminescence, overnight; inhibition, % at 18.8 µM; 0.72% of 360,000 active;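 active = inhibition of the luminescence signal of 40% or more relative to plate controls, in a single-dose primary screen at 18.75 µM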
NR2E3 ag-1 – activates human NR2E3 receptor. Q9Y5X4. CHO-S Gal4-NCOR/VP16-NR2E3 two-hybrid, luciferase. inhibition of corepressor binding, % at 3.98 µM. 0.35% of 360,000 active. AID 602229;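 active = inhibition above the mean of all tested compounds plus 3 SD, cut at about 70% in these data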;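 also: 0% = DMSO with NR2E3 transfected cells and 100% = cells lacking NR2E3 construct; higher means lower luciferase signal from less NR2E3 corepressor binding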
Target sequence (Q9Y5X4 whole entry, looked up, the tested form may be a part): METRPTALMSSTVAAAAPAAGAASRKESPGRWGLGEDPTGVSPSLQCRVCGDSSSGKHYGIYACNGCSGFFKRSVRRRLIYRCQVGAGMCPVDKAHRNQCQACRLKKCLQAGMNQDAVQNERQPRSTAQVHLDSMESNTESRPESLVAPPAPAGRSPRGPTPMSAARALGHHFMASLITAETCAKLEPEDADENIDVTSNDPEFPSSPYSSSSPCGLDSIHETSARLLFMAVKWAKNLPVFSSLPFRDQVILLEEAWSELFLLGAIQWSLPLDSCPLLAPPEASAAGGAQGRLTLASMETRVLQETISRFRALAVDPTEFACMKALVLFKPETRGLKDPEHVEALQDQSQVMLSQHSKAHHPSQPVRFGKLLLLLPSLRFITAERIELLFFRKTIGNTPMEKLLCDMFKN
NR2E3 ag-2 – NR2E3 (human) agonism | Q9Y5X4 | GST-NR2E3/biotin-RetCOR TR-FRET, 1536-well | inhibition of corepressor binding, % at 4.78 µM | 0.12% of 320,000 active | AID 2300;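 active = percent inhibition above the cutoff of mean plus 3 SD of all tested compounds, set per screening campaign, cut at about 20% in these data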;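 also: 0% = DMSO wells and 100% = biotin wells as full block of FRET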
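System: GST-NR2E3 and biotin-RetCOR proteins; probe or stimulus: 7 nM biotin-RetCOR; doses: compound at 4.8 µM, single dose; schedule: Compound–protein incubation for 5 h at 4 °C; detection: time-resolved FRET; read-out: percent inhibition; controls: biotin wells as high control, 0.6% DMSO wells as low control; format: 1536-well plates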
CF NFkB block – cystic fibrosis NF-kB activation inhibition; 0.86% of 360,000 active; inhibition, % at 5 µM; KKLEB NF-kB-GFP reporter, PAF-induced, GFP fluorescence overnight;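 active = at least 50% inhibition at 5 µM, scaled per plate between neutral and stimulator controls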;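 also: PAF is a Pseudomonas aeruginosa culture filtrate used as stimulus; plate controls were PAF-stimulated DMSO wells for no effect and unstimulated DMSO wells for full effect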
The depositor's hits bear a star; . = not tested or not shown. The list is partial, so the mix of outcomes need not match the whole.

SMILES	TRAIL sens C8	Peg3 promoter	TRPM1 prom inh	TWEAK Fn14 block	KKLEB cytotox	TROY NFkB inh	Shn3 3UTR inh	HIF-2a block	NR2E3 ag-1	NR2E3 ag-2	CF NFkB block
CCc1nnc(NC(=O)CCC(=O)NCC2CCCO2)s1 (stereo not given)	-3.1	4.8	5.8	-5.0	7.8	-3.0	11.2	5.0	6.0	1.3	3.5
CCOc1cc(CN2CCN(c3ncccn3)CC2)ccc1OC	-16.5	6.0	-3.1	1.8	-0.3	11.9	-43.1	12.1	-11.2	1.2	12.5
O=C(O)CC(SCc1ccc(C(=O)O)o1)C(=O)O (stereo not given)	-3.1	5.3	-1.8	-7.6	-1.7	-4.3	-4.2	17.3	3.0	-5.1	1.8
COc1ccc(C(=O)n2c(-c3ccco3)nc3ccccc32)cc1	4.7	-74.0	-11.3	9.1	-27.1	-7.4	-7.3	-101.9	-157.4	-2.7	31.9
COc1ccc(C(=O)Nc2ccnn2C2CCN(CC3CC=CCC3)CC2)cc1 (stereo not given)	-20.1	20.1	8.0	7.7	-4.3	2.8	-1.2	17.9	-10.0	.	18.1
COc1ccc2ccc(OC)c(/C=N/NC(=O)c3cc4ccccc4o3)c2c1	4.8	-25.4	.	16.7	-10.1	-2.6	-15.8	-171.5	-50.6	.	-27.7
COc1cccc(NC(=O)CSc2ccccn2)c1	2.0	-208.3	-51.0	3.7	-1.5	-63.5	-69.9	-168.3	3.6	3.8	-0.6
CCN1C(=O)/C(=C2/Sc3ccccc3N2CC)SC1=S	-15.0	14.2	1.7	-10.5	8.8	8.6	4.8	9.8	-10.7	0.8	1.6
CN(C)C(=O)Cn1c(SCC(=O)NC2CCCCC2)nc2ccccc21	-13.2	5.0	-3.9	0.5	1.9	-25.1	-7.3	-0.2	-13.9	1.5	2.0
Cc1ccc(S(=O)(=O)Nc2ccc3c(c2)CC(=O)N([C@H](C)CO)C[C@@H](C)[C@H](CN(C)Cc2ccc(-c4ccccc4)cc2)O3)cc1	10.2	31.4	-1.1	16.3	7.3	20.5	12.7	-52.2	-7.1	.	-0.2
N#Cc1ccccc1NC(=S)NC(=O)c1cccnc1	-18.2	-3.6	5.8	-2.4	1.4	-4.7	-15.1	-6.5	-77.3	-2.8	-1.6
O=C(NN1C(=O)c2ccccc2NC1c1cccnc1)c1ccccc1 (stereo not given)	-3.5	15.6	-8.8	-8.5	-2.7	-5.6	-10.6	5.2	14.2	1.4	-6.5
CCOC(=O)C1=C(C)NC(SC(C)=O)=NC1c1ccc(OC(C)=O)c(OC)c1 (stereo not given)	16.4	5.3	-2.7	-11.7	4.9	0.6	-1.9	7.5	11.7	2.0	5.8
CCn1c(NC(=O)c2ccccc2)nc2ccccc21	8.6	-117.7	-28.4	-24.7	1.5	-51.8	-16.6	-172.3	-62.5	-1.0	-9.8
Cc1cccc(C(=O)OCC(=O)c2ccc3c(c2)OCO3)c1O	27.6	-349.4	-120.3	-23.6	-20.4	-22.4	-101.0	-252.4	3.8	1.5	17.2
CCN(CC)C(=O)C1=C(C)N(CCCOC)C(=O)C(CC(=O)NCCCCc2ccccc2)C1 (stereo not given)	-3.1	-2.7	.	2.2	10.5	0.2	-17.3	0.6	-8.5	.	-4.7
CCN1CCN(C(CCc2ccccc2)C(=O)NC2CCCCC2)CC1 (stereo not given)	5.1	-11.9	.	-9.5	13.4	5.2	-31.6	-3.2	-2.4	.	-15.5
COC(=O)NCC(c1cccnc1)N1CCN(c2ccccc2F)CC1 (stereo not given)	-7.8	5.7	.	-1.5	32.8	-6.2	-4.4	11.5	-6.8	-0.6	-14.2
CCN(CC)CCN(C(=O)c1ccc2c(c1)OCCO2)c1nc2cc3c(cc2s1)OCO3	-17.8	-19.8	-8.9	-18.7	-11.4	-34.6	-27.2	-26.0	-19.7	-2.3	-28.3
O=C(NN=C1CCCC1)c1ccn[nH]1	-10.9	-15.3	-4.9	-28.2	-1.0	-1.5	-10.5	6.9	-106.5	0.6	-2.6
O=C(CCCn1cnc2ccccc2c1=O)Nc1ccccc1F	-22.6	-12.1	5.9	1.6	-2.7	10.6	-15.4	0.3	-30.2	0.9	18.3
CC1(C)CCc2cc(-c3ccnc(=S)[nH]3)ccc2O1	31.9	-176.8	-18.8	62.0*	-3.7	49.8	-59.2	-73.8	-57.8	-0.8	4.3
O=C(N/N=C/c1c(Cl)cccc1Cl)c1ccc(F)cc1	-2.0	-64.8	-11.8	-0.5	1.7	-51.9	-21.0	-111.5	-17.9	-3.5	-0.1
C=CCNC(=O)C(C(=O)OCC)C1CCCCC1 (stereo not given)	-4.0	3.6	6.3	-1.5	15.7	7.8	2.9	11.0	-11.4	-0.5	-23.9
CC(=O)NS(=O)(=O)c1ccc(NC(=O)C2c3ccccc3Oc3ccccc32)cc1	-0.1	0.4	-15.8	4.9	-1.3	23.6	-11.3	8.7	4.3	-1.4	-11.2
Cc1ccc(S(=O)(=O)NC(=O)C2(C)CCN2C(=O)Cc2cccs2)cc1 (stereo not given)	0.3	6.3	.	6.1	20.1	4.9	2.8	6.8	-7.8	.	-22.7
Cc1nc2[nH]c(=O)c3c(n2n1)NC1=C(C(=O)CC(C)(C)C1)C3c1ccccc1 (stereo not given)	-8.1	-3.0	-1.5	-4.7	9.4	7.5	-2.7	14.5	4.0	3.2	-7.0
Cn1c(SCC(=O)c2c(N)n(C)c(=O)n(C)c2=O)nnc1-c1ccc(F)cc1	-15.7	8.5	1.7	-18.7	-4.8	-7.0	10.9	17.9	-42.2	0.0	5.1
CC[C@]12c3[nH]c4cc(CCC(=O)N(C)C)ccc4c3CCN1C(=O)[C@@H](CC(=O)NCc1ccco1)C[C@@H]2C(=O)N1CCN(C(=O)c2ccco2)CC1	11.2	-4.4	1.0	1.8	-9.5	-17.5	-10.2	3.8	-18.8	.	-9.2
COc1cc(OC)cc(C(=O)NNc2nc3cc4c(cc3s2)OCO4)c1	-1.4	9.0	.	3.3	8.5	18.5	-5.2	4.0	-17.7	1.6	-5.2

Entries of single compounds, looked up by structure. Order of screens: TRAIL sens C8 | Peg3 promoter | TRPM1 prom inh | TWEAK Fn14 block | KKLEB cytotox | TROY NFkB inh | Shn3 3UTR inh | HIF-2a block | NR2E3 ag-1 | NR2E3 ag-2 | CF NFkB block
COc1cc(OC)cc(C(=O)NNc2nc3cc4c(cc3s2)OCO4)c1 across the screens: -1.4 | 9.0 | . | 3.3 | 8.5 | 18.5 | -5.2 | 4.0 | -17.7 | 1.6 | -5.2
Cn1c(SCC(=O)c2c(N)n(C)c(=O)n(C)c2=O)nnc1-c1ccc(F)cc1 across the screens: -15.7 | 8.5 | 1.7 | -18.7 | -4.8 | -7.0 | 10.9 | 17.9 | -42.2 | 0.0 | 5.1
CC[C@]12c3[nH]c4cc(CCC(=O)N(C)C)ccc4c3CCN1C(=O)[C@@H](CC(=O)NCc1ccco1)C[C@@H]2C(=O)N1CCN(C(=O)c2ccco2)CC1 across the screens: 11.2 | -4.4 | 1.0 | 1.8 | -9.5 | -17.5 | -10.2 | 3.8 | -18.8 | . | -9.2
Cc1ccc(S(=O)(=O)NC(=O)C2(C)CCN2C(=O)Cc2cccs2)cc1 (stereo not given) across the screens: 0.3 | 6.3 | . | 6.1 | 20.1 | 4.9 | 2.8 | 6.8 | -7.8 | . | -22.7
Cc1nc2[nH]c(=O)c3c(n2n1)NC1=C(C(=O)CC(C)(C)C1)C3c1ccccc1 (stereo not given) across the screens: -8.1 | -3.0 | -1.5 | -4.7 | 9.4 | 7.5 | -2.7 | 14.5 | 4.0 | 3.2 | -7.0

Some of these compounds in order of heavy-atom count, largest number first:
SMILES	TRAIL sens C8	Peg3 promoter	TRPM1 prom inh	TWEAK Fn14 block	KKLEB cytotox	TROY NFkB inh	Shn3 3UTR inh	HIF-2a block	NR2E3 ag-1	NR2E3 ag-2	CF NFkB block
COc1ccc(C(=O)Nc2ccnn2C2CCN(CC3CC=CCC3)CC2)cc1 (stereo not given)	-20.1	20.1	8.0	7.7	-4.3	2.8	-1.2	17.9	-10.0	.	18.1
Cc1ccc(S(=O)(=O)NC(=O)C2(C)CCN2C(=O)Cc2cccs2)cc1 (stereo not given)	0.3	6.3	.	6.1	20.1	4.9	2.8	6.8	-7.8	.	-22.7
COc1ccc(C(=O)n2c(-c3ccco3)nc3ccccc32)cc1	4.7	-74.0	-11.3	9.1	-27.1	-7.4	-7.3	-101.9	-157.4	-2.7	31.9

Carrying on:
SMILES	TRAIL sens C8	Peg3 promoter	TRPM1 prom inh	TWEAK Fn14 block	KKLEB cytotox	TROY NFkB inh	Shn3 3UTR inh	HIF-2a block	NR2E3 ag-1	NR2E3 ag-2	CF NFkB block
CCOC(=O)CC(=O)CSc1nnc2c(n1)[nH]c1ccccc12	29.3	-129.5	-20.3	-11.1	-5.2	-45.5	-39.9	-182.9	-61.2	3.2	8.9
Cc1nc(CNS(=O)(=O)c2cc(F)ccc2F)cs1	-13.0	7.3	3.2	-14.4	7.8	1.5	-8.2	12.1	-19.2	4.0	2.1
CC[C@H]1C(c2ccc(F)cc2)=NN(c2ccccc2)[C@@H]1CO	13.3	6.7	-4.0	4.7	11.5	11.8	-5.9	12.6	-17.7	.	13.1
O=C(CSc1nnc(CNC(=O)c2c(F)cccc2Cl)o1)NCc1ccc2c(c1)OCO2	-20.5	0.2	9.7	13.2	-1.7	4.7	1.4	12.6	-25.6	-0.8	-11.4
C=CCn1c(COc2ccc(F)cc2)nnc1SC(C)C(=O)NCC1CCCO1 (stereo not given)	-3.2	10.5	-8.7	9.2	-34.8	0.8	11.6	10.9	-14.6	3.3	4.8
O=C(CSCc1cnn(-c2ccccc2)c1-n1cccc1)NCC1CCCO1 (stereo not given)	10.5	8.5	0.7	6.3	6.2	3.6	2.6	13.4	-8.2	-0.6	-11.1
Cc1ccc(CC(=O)Nc2nncs2)cc1	-2.2	-2.5	-1.3	3.7	0.4	-16.6	7.6	11.2	20.6	0.0	-8.6
CC(C)Cc1nnc(NC(=O)c2cc(-c3ccncc3)nc3ccccc23)s1	-7.2	-5.3	2.5	9.9	-3.3	3.8	1.2	14.9	-16.7	-1.7	4.2
COc1ccc(C(=O)Nc2ccc(N3CCOCC3)cc2)cc1S(=O)(=O)NC1CCCC1	16.3	16.4	1.1	-20.8	2.9	7.0	0.4	20.1	-7.0	7.0	-11.8
Cc1ccc(Nc2nc3c(c(=O)[nH]c(=O)n3C)n2Cc2ccc(F)cc2)cc1	-3.5	-9.0	-17.4	-2.5	-10.3	-25.9	.	-84.6	-33.4	2.1	-13.1
O=S(=O)(c1ccc(SCCOc2ccc(Br)cc2)nc1)N1CCCC1	17.7	12.2	5.8	13.3	-1.5	8.4	44.6	6.5	-7.0	2.7	-5.0

Assay outcomes from PubChem.
